Bioassay records from PubChem.
KinaseGlo FLuc: counter-screen: inhibitors of Kinase-Glo firefly luciferase. Kinase-Glo luciferase, ATP luminescence, 8 min. Q27757. Potency, µM (titrated, usually from 38.3 µM), without a hit: at the top dose activity change, negative = inhibition, actives largely listed as inhibitors. 200,000 compounds, 0.28% hits. AID 1379; further: potency means the concentration at half of the fitted maximal effect; on the % scale 0 is the no-effect control and ±100 the full control effect; nearly all actives have a fitted effect of over 60% in size
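Inhibition of Kinase-Glo luciferase light generation was assessed at 10 uM ATP in pH 7.2 imidazole buffer, with luminescence measured after eight minutes at ambient temperature.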
Lamin A splicing: LMNA splicing modulation. 200,000 compounds, 0.01% hits. AID 1487. HeLa LMNA splicing GFP/RFP minigene ratio, 48 h. Potency, µM (top dose mostly 46.1 µM), inactives show at the top dose ratio change, negative = inhibition, hits mostly inhibitors; active means well fitted inhibition curve with a large enough effect in the signal ratio, with a control signal flat, not every such curve was filed as active; inconclusive means small, poorly fitted or top-dose-only effect, or effect the other way, or a change in a side signal; the % refers to the signal ratio; further: potency means the concentration at half of the fitted maximal effect; on the % scale 0 is the no-effect control and ±100 the full control effect
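Read-out is the ratio of GFP to DsRed2 object intensity, acquired by 488 nm laser-scanning cytometry on HeLa lamin A-EGFP minigene reporter cells. Compound incubation 48 hrs at 37 °C in Opti-MEM with 2% FBS; DMSO 0.5% final.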
NPSR antagonist: blocks cAMP signaling of the human neuropeptide S receptor | Q6W5P4 | CHO-NPSR cells, cAMP TR-FRET, antagonist mode | Potency, µM (highest dose often 38.3 µM), for the others: at the top dose activity change, negative = inhibition, most hits filed as inhibitors | 220,000 compounds, 1% hits | AID 1461; further: potency means the concentration at half of the fitted maximal effect; on the % scale 0 is the no-effect control and ±100 the full control effect; nearly all actives have a fitted effect of over 50% in size; many of its hits are not listed in these tables
Target sequence (Q6W5P4 whole entry, looked up): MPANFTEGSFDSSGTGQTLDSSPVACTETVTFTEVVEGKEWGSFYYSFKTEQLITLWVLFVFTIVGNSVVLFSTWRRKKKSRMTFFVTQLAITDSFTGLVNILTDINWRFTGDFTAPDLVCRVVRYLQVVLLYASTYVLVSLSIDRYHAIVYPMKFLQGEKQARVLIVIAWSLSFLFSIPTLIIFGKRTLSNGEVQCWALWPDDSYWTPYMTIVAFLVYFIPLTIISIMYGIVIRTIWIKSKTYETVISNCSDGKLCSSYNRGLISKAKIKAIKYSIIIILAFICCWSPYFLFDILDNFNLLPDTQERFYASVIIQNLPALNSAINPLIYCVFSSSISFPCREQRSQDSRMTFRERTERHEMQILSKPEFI
GLA spleen mod: inhibits or activates alpha-galactosidase in human spleen homogenate | human spleen homogenate, 4MU-alpha-Gal fluorescence, 40 min | Potency, µM (series often up to 80 µM), for inactives: at the highest dose activity change, negative = inhibition, actives largely listed as inhibitors | 240,000 compounds, 0.008% hits | AID 2107;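 further: potency means the concentration at half of the fitted maximal effect; 0% = enzyme with vehicle and -100% = no enzyme basal signal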
Target sequence (P06280 32-429 limits assumed): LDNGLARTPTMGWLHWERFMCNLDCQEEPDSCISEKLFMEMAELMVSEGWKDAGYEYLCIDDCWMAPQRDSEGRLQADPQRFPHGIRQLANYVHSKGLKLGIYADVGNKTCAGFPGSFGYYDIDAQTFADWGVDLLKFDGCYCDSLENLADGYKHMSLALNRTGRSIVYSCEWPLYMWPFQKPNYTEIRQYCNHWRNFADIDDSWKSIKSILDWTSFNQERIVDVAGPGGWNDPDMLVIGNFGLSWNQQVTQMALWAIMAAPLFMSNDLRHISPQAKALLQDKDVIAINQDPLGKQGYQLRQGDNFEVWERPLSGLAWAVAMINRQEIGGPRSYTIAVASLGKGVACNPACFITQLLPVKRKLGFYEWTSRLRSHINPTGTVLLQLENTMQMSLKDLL
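Fluorogenic readout (Ex 365/Em 440 nm) of 4-methylumbelliferone released from 1 mM 4-MU-alpha-galactoside by spleen homogenate, 40 min at 37C, pH 5.0. Data normalized to no-enzyme and enzyme controls; Hill-equation AC50 from compound titrations.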
Epigenetic derep: epigenetic control regulation, reporter derepression; Potency, µM (doses to about 53.9 µM), for the others: at the highest dose GFP activation, most hits filed as activators; AID 1865; 280,000 compounds, 0.2% hits; murine LDR cells, GFP reporter derepression, 30 h; further: potency means the concentration at half of the fitted maximal effect; % of control where 0% means no effect; nearly all actives have a fitted effect of over 60% in size
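In this reporter-derepression format, murine cells bearing a silenced integrated CMV-GFP locus incubate with test compound (30 h, 37 C), then are washed and imaged; fluorescent objects of 20–120 um count as induced cells.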
CBFb-RUNX1 inh: inhibitors of human CBF-beta and RUNX1 interaction | Q01196+Q13951 | AlphaScreen CBFb-His/RUNX1-biotin binding, biochemical | Potency, µM (top dose mostly 59.8 µM), inactives show at the top dose activity, negative = inhibition, most hits filed as inhibitors | 230,000 tested, under 10 active; further: % of control where 0% means no effect
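Room-temperature protein-protein interaction test with 30 nM each of His-tagged CBF-beta and biotinylated RUNX1, 15 min with compound, then 90 min with nickel plus streptavidin beads. Signal read in AlphaScreen mode.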
IMPase Li inh: IMPase inhibition in cells with lithium potentiation; CHO-M1 cells, IP1 TR-FRET (IP-One), carbachol + lithium; Potency, µM (doses to about 59.4 µM), without a hit: top-dose activity, negative = IMPase inhibition, hits mostly inhibitors; 210,000 compounds, 0.35% hits;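 further: IP1 builds up when IMPase is blocked and the TR-FRET signal falls; potency means the concentration at half of the fitted maximal effect; plate controls were basal vehicle for no effect and high inhibitor control for full effect; nearly all actives have a fitted effect of over 50% in size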
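Test compounds were applied to CHO-M1 cells previously cultured for 16–30 h at 2000 per well. A small lithium amount accompanied them; after 30 min at 37C, IP1 was quantified by TR-FRET.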
The depositor's hits bear a star; ? = inconclusive; nt = no result given; [ ] = another dose, or the depositor's remark. Unless noted, the call rests on the fitted dose curve; in most records, active means well fitted curve in the direction sought with a large enough effect; inconclusive means small, poorly fitted or top-dose-only effect, or another doubt; inactive means no such curve, though single readings can be large; an effect the other way counts as inactive or inconclusive.

SMILES | KinaseGlo FLuc | Lamin A splicing | NPSR antagonist | GLA spleen mod | Epigenetic derep | CBFb-RUNX1 inh | IMPase Li inh
COc1ccc(C2C(C(=O)c3sc(C)nc3C)=C(O)C(=O)N2CCCn2ccnc2)cc1OC (centres undefined) | -8% | 18% | 6%[46.1 µM] | -24% | -0.9% | 2% | 1%[38.3 µM]
CCN1CCN(C(=O)Cn2cnc3sc(C)c(S(=O)(=O)N4CCN(c5ncccn5)CC4)c3c2=O)CC1 | -1% | 17%[46 µM] | 9% | -2% | -7.4% | 6% | 1%
CCOC(=O)c1cccc(NC(=O)CN(c2ccc(C)cc2)S(=O)(=O)c2c(C)n[nH]c2C)c1 | -6% | -6% | -20%[46.1 µM] | -2% | -1.1% | 2% | -7%[38.3 µM]
O=C(NNC(=O)C1COc2ccccc2O1)c1cccc([N+](=O)[O-])c1 (centres undefined) | -3% | ? | 1% | -4% | 0.0% | 8% | -9%
C=CCNCCOc1ccc(C(C)(C)c2ccccc2)cc1 | -5% | -8% | 0% | 5% | -1.3% | 0% | -7%
CCN(C(=O)COc1ccccc1)c1nnc(-c2cccnc2)s1 | -4% | 3% | -8%[46.1 µM] | -1% | -1.3% | -2% | 0%[38.3 µM]
COc1ccc2nc(NC(=O)CSc3nnnn3C3CCCCC3)sc2c1 | -1% | ? | ? | 3% | 2.9% | -1% | 1%[38.3 µM]
CCOC(=O)C1=NNC2(c3ccc(C)cc3)C(=O)N(c3ccccc3)C(=O)C12 (centres undefined) | nt | 20%[46 µM] | -2% | 1% | 2.1% | 0% | nt
CCOC(=O)CN(C(=O)COc1nc(C)cc(C)c1C#N)c1cccc(Cl)c1 | nt | nt | 44% | 8% | 1.1% | -1% | nt
Cc1c(Br)c([N+](=O)[O-])nn1CC(=O)Nc1ccccn1 | 3% | 9%[46 µM] | 8% | -3% | 2.1% | 2% | -3%
O=C(c1ccc(=O)oc1)N1CCOCC1 | nt | 5% | -6%[46.1 µM] | 21% | -1.2% | -23% | nt
Cn1c(=O)c2c(ncn2CC(O)CNc2ccc(F)cc2)n(C)c1=O (centres undefined) | nt | nt | -16% | -6% | -0.4% | 7% | nt
O=C(Oc1ccc(N(Cc2cccs2)C2=NS(=O)(=O)c3ccccc32)cc1)c1ccccc1Cl | 5% | 1% | -3% | -3% | -1.0% | 4% | 14%
CCOC(=O)Cn1c(=O)oc2cc(S(=O)(=O)N(C)c3cccc(C)c3)ccc21 | nt | nt | -15% | 4% | 1.0% | 12% | nt
O=C(O)CCCC(=O)Nc1ccc(Oc2cccc(C(F)(F)F)c2)nc1 | nt | nt | -10% | -11% | -0.3% | -4% | nt
COc1ccc(NC(=O)N2CCCC3(CCNCC3)C2)cc1 | -3% | nt | nt | -3% | nt | nt | -2%
CS(=O)(=O)N1CCC2(CCCN(C(=O)Nc3cccc(F)c3)C2)CC1 | -1% | nt | nt | 10% | nt | nt | 1%
CN(C)S(=O)(=O)c1cccc(NC(=O)COC(=O)C2(c3ccccc3F)CCCC2)c1 | -3% | ? | -35% | 1% | -1.5% | 7% | 17%
Cc1nnc(SC(=O)N2c3ccccc3Sc3ccccc32)s1 | -4% | ? | ? | 0% | 0.0% | 1% | 30%[activator][38.3 µM]
COc1ccc(C)cc1NC(=O)CSc1nnc(COc2ccccc2)n1Cc1ccco1 | 3% | ? | ? | 4% | -6.7% | -12% | 5%[38.3 µM]
O=C1c2ccsc2SCCN1Cc1ccc(Cl)cc1 | 0% | 9% | -16%[46.1 µM] | 3% | -0.9% | 3% | 3%[38.3 µM]
CCOC(=O)c1sc(NC(=O)C(CC)Sc2nnc3c4ccccc4n(C(C)C)c3n2)nc1C (centres undefined) | -1% | -7% | -1%[46.1 µM] | 3% | -0.2% | -2% | 5%[38.3 µM]
CS(=O)(=O)N(Cc1ccc(Cl)cc1)c1ccc(C(=O)N2CCN(c3ccccc3)CC2)cc1 | -2% | 2% | -21%[46.1 µM] | 5% | -1.0% | -9% | 10%[38.3 µM]
OCCCNc1nc(-c2ccccc2)nc2c1oc1ccccc12 | nt | nt | ? | 6% | 2.5% | 0% | nt
O=C(CNC(=O)c1cccc(F)c1)N/N=C/c1cc(Br)ccc1OC(=O)/C=C/c1ccco1 | -1% | ? | -28% | -8% | 0.0% | -14% | -6%
C=CCn1c(COc2cccc3ccc(C)nc23)nnc1SCC(N)=O | -1% | 2% | 14%[46.1 µM] | -18% | -1.1% | 15% | 41%[activator][38.3 µM]
CC(C)c1ccc(CNC(=O)C(=O)NCC2CCCO2)cc1 (centres undefined) | -2% | nt | 22% | -1% | 4.8% | 2% | -2%
CCN(CC)CCN(Cc1cc2ccc(C)cc2[nH]c1=O)C(=O)NC1CCCCC1 | -6% | 18%[46 µM] | -52% | -3% | 1.1% | -1% | 10%
CC1(C)CC(=O)C2=C(C1)C(c1cn(-c3ccccc3)nc1-c1ccccc1)C(C#N)=C(N)O2 (centres undefined) | -2% | ? | ? | 2% | 2.1% | -3% | -2%
CCCOC(=O)c1ccc(NC(=O)c2cn(CC)c3nc(C)ccc3c2=O)cc1 | -2% | 11% | -7%[46.1 µM] | -3% | -1.2% | -1% | -5%[38.3 µM]
O=C(O)Cc1ccc(Nc2cnn(C34CC5CC(CC(CC(=O)O)(C5)C3)C4)c(=O)c2Cl)cc1 | nt | nt | 8% | 5% | -1.0% | -3% | nt
O=C1Nc2ccccc2N=C(c2ccccc2)c2ccccc21 | nt | ? | 51% | 0% | 0.0% | -7% | nt
CCc1ccc2c(c1)cc(CN(C(=S)Nc1ccccc1)C1CC1)c1nnnn12 | 2% | -4% | -10%[46.1 µM] | 5% | 2.2% | 11% | 24%[38.3 µM]
O=S(=O)(c1ccc(N2CCOCC2)nc1)N(Cc1ccccn1)Cc1ccccn1 | nt | ? | -16% | 3% | 0.0% | 0% | nt
COc1ccc(/C=C(\C#N)C(=O)ONC2=NCCCCC2)cc1 | 0% | -7%[46 µM] | -9% | 3% | 0.0% | -1% | 1%
O=C(NCc1n[nH]c(=S)n1-c1ccccc1)c1ccco1 | 6% | -3% | 2%[46.1 µM] | -1% | 2.3% | 9% | 9%
CC(C)(CNS(C)(=O)=O)SCc1ccc(Cl)cc1 | 0% | ? | -1% | 2% | -1.4% | -6% | -3%
COc1ccc(S(=O)(=O)NCc2csc(-c3cccnc3)n2)cc1 | -1% | -16% | -5%[46.1 µM] | 3% | 0.0% | -7% | 17%[38.3 µM]
CC(=O)NC(C)CCc1ccccc1 (centres undefined) | nt | nt | -12% | -5% | -1.7% | 3% | nt
COc1cc2c(cc1OC)-c1cc3cc(OC)c(OC)cc3c(=O)n1CC2 | 0% | nt | nt | ? | -1.1% | 6% | -1%
O=C(Cc1ccccc1)Nc1nnc(-c2cccs2)s1 | -1% | -1% | 0%[46.1 µM] | 1% | 0.0% | 10% | -12%[38.3 µM]
CCOC(=O)N1CCC(n2c(SCC(=O)NCCc3ccc(S(N)(=O)=O)cc3)nc3ccccc3c2=O)CC1 | -2% | nt | ? | 13% | -3.9% | 4% | -3%
Cc1ccc(-c2n[nH]c(=S)n2/N=C/c2cccn2C)cc1 | 0% | 2% | -23%[46.1 µM] | 0% | 2.8% | -13% | -6%[38.3 µM]
CC1(C)C(=O)Nc2ccccc2N1C(=O)COc1ccc(S(=O)(=O)N2CCOCC2)cc1Cl | -3% | -3% | -10%[46.1 µM] | -15% | 0.2% | -14% | 5%[38.3 µM]
COc1cc2c(cc1C=O)OC(C)C2 (centres undefined) | 1% | 5%[46 µM] | 20% | 5% | -0.1% | 1% | -5%
CC(=O)Nc1ccc(NC(=O)CSc2nc3ccccc3o2)cc1 | 3% | 2% | -5% | 5% | 1.1% | -1% | 4%
CC(NC(=O)c1ccc(Br)cc1)c1ccc2c(c1)CCCC2 (centres undefined) | nt | -30% | -7%[46.1 µM] | 1% | -0.9% | 2% | nt
COc1ccc(CCN2C(=NC(=O)CC(C)C)SC3CS(=O)(=O)CC32)cc1OC (centres undefined) | nt | nt | -10% | -5% | -1.1% | 30% | nt
CC#CCCCC(=O)Nc1cccc(C(=O)O)c1 | -1% | 2% | -4%[46.1 µM] | 9% | -5.4% | 1% | -1%[38.3 µM]
O=C(O)CS(=O)(=O)CC(=O)O | 10% | 12% | -8%[46.1 µM] | 4% | -0.7% | 2% | 10%[38.3 µM]
CCN(CC)CCN(C(=O)c1cccc(N2C(=O)CCC2=O)c1)c1nc2cc3c(cc2s1)OCO3 | 0% | -7%[9.22 µM] | -1% | -3% | -4.0% | 2% | 7%
Cc1ccn2cc(CCNC(=O)COc3ccccc3)nc2c1 | nt | nt | 15% | -11% | 0.8% | 2% | nt
COCCCNC(c1ccccc1)c1ccncc1 (centres undefined) | 2% | 0% | -11%[46.1 µM] | 3% | -0.7% | 12% | -10%[38.3 µM]

Grouped by structure: those above with a Cl atom (7)
SMILES | KinaseGlo FLuc | Lamin A splicing | NPSR antagonist | GLA spleen mod | Epigenetic derep | CBFb-RUNX1 inh | IMPase Li inh
CCOC(=O)CN(C(=O)COc1nc(C)cc(C)c1C#N)c1cccc(Cl)c1 | nt | nt | 44% | 8% | 1.1% | -1% | nt
O=C(Oc1ccc(N(Cc2cccs2)C2=NS(=O)(=O)c3ccccc32)cc1)c1ccccc1Cl | 5% | 1% | -3% | -3% | -1.0% | 4% | 14%
O=C1c2ccsc2SCCN1Cc1ccc(Cl)cc1 | 0% | 9% | -16%[46.1 µM] | 3% | -0.9% | 3% | 3%[38.3 µM]
CS(=O)(=O)N(Cc1ccc(Cl)cc1)c1ccc(C(=O)N2CCN(c3ccccc3)CC2)cc1 | -2% | 2% | -21%[46.1 µM] | 5% | -1.0% | -9% | 10%[38.3 µM]
O=C(O)Cc1ccc(Nc2cnn(C34CC5CC(CC(CC(=O)O)(C5)C3)C4)c(=O)c2Cl)cc1 | nt | nt | 8% | 5% | -1.0% | -3% | nt
CC(C)(CNS(C)(=O)=O)SCc1ccc(Cl)cc1 | 0% | ? | -1% | 2% | -1.4% | -6% | -3%
CC1(C)C(=O)Nc2ccccc2N1C(=O)COc1ccc(S(=O)(=O)N2CCOCC2)cc1Cl | -3% | -3% | -10%[46.1 µM] | -15% | 0.2% | -14% | 5%[38.3 µM]

This is a subset. The share of hits here may be higher or lower than overall.
